Screening data (PubChem)
Wnt act: Wnt/beta-catenin pathway activation; AID 743398; Wnt/beta-catenin reporter cell assay, activator, plate reader; activation, % at 9.35 µM; 1.2% of 300,000 active; in the data active = activation above about 30%, passing the limit was not always enough;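 also: 0% = neutral control wells and 100% = positive control wells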
Starred values were filed as active, the others as inactive; & = joins results of further samples. The list is partial, so the mix of outcomes need not match the whole.

> O=C(OCc1ccccc1)N1Cc2ccnnc2CC1c1ccccc1-c1ccc(C(F)(F)F)cc1 (stereo not given)
- Wnt act: -1
> CCNC(=O)N1CCN(c2ccc(N3CCN(Cc4ccccc4)[C@@H](C)C3)c(C)c2)[C@@H](C)C1
- Wnt act: -1
> CCc1ccc(C(O)c2ncc(-c3ccc4ccccc4c3)[nH]2)cc1 (stereo not given)
- Wnt act: 9
> Fc1cccc(Cc2c(-c3ccc(Cl)cc3)nc3c(Cl)cc(C(F)(F)F)cn23)c1
- Wnt act: -1
> O=C(Nc1ccc(Cl)cc1)N[C@@H]1CC[C@H](CCNS(=O)(=O)c2ccccc2F)O[C@@H]1CO
- Wnt act: -3
> C[C@@H]1CN([C@H](C)CO)C(=O)CCCn2cc(nn2)CO[C@H]1CN(C)C(=O)Nc1ccc(C(C)(C)C)cc1
- Wnt act: -1
> O=C(N/N=C(\Cc1ncc[nH]1)c1ccccc1)c1ccccc1
- Wnt act: -2
> O=C(Nc1ccc(C(=O)N2CCN(c3ccncc3)CC2)cc1)c1ccc(Br)o1
- Wnt act: -1
> COc1cc(CN2C[C@@H](CO)O[C@@H](n3cnc4c(NCC(C)C)ncnc43)C2)cc(OC)c1OC
- Wnt act: -2
> O=C(O)CSc1nnc(COc2cccc3cccnc23)n1-c1cccc(C(F)(F)F)c1
- Wnt act: -1

> O=C(Nc1ccccc1OC(F)F)c1ccc(N2CCCC2=O)cc1
- Wnt act: -2
> O=S1(=O)N[C@@H](Cc2ccccc2)COc2cccc(NCCO)c21
- Wnt act: -3
> CCNC(=O)c1cc2c(c(-c3cccc(-c4cc5ccccc5o4)c3)n1)[C@H](CCO)N(C(=O)NC(C)C)C2
- Wnt act: -1
> CCCCn1c(=N)n(CC(=O)c2ccc([N+](=O)[O-])cc2)c2ccccc21
- Wnt act: 0
> COCC(=O)N1C[C@@H](C)[C@@H](OC)CN(C)C(=O)c2ccc(NC(=O)c3cnccn3)cc2OC[C@H]1C
- Wnt act: -2
> Cc1cc(C)c(NC(=O)C2C(=O)Nc3ccccc3C(=O)N2C(C)(C)C)c(C)c1 (stereo not given)
- Wnt act: -2
> Cc1cccc(-n2c(C)nc3cc(C(=O)NCCN4CCOCC4)ccc32)c1
- Wnt act: -2
> COC(=O)c1cc2c(c3c4cc(OC)ccc4n(S(=O)(=O)c4cccc(C)c4)c13)C(=O)N(Cc1ccccc1OC)C2
- Wnt act: -5
> COc1cc(OC)c(-c2nnc3n(CCc4ccccc4)c(=O)c4ccccc4n23)cc1OC
- Wnt act: 12
> CCCCOCCCNC(=O)C[C@@H]1C[C@@]2(C(=O)OC)CCCCC=C2N(Cc2ccco2)C1=O
- Wnt act: -1

> COc1ccc(Cl)cc1Cn1c(C)c(C(=O)NCc2cccc([N+](=O)[O-])c2)sc1=O
- Wnt act: -7
> COc1ccc(NC(=O)C2(C)CCN2CCc2ccccc2)cc1OC (stereo not given)
- Wnt act: -2
> CS(=O)(=O)c1ccc(-c2csc(C(O)c3cccc(Cl)c3)n2)cc1 (stereo not given)
- Wnt act: -3
> CC(C)Nc1nc(Nc2ccc(C(N)=O)cc2)c2sccc2n1
- Wnt act: 6
> O=C(O)c1ccccc1-n1ncc2c1/C(=C/c1ccc(Cl)cc1)CC2
- Wnt act: 4
> C=CCNc1nc(NCc2ccc(N(C)C)cc2)c2sc(-c3ccccc3)cc2n1
- Wnt act: -2
> Nc1[nH]c(C(=O)c2ccc(Br)cc2)c(-c2ccc(Br)cc2)c1C(=O)NCc1cccc2ccccc12
- Wnt act: 0
> CCOC(=O)[C@@H]1CSCCS(=O)(=O)N1C(=O)[C@H](CCSC)NC(=O)OC(C)(C)C
- Wnt act: -2
> CC1(C(=O)Nc2ccc3c(c2)OCCO3)CN(S(C)(=O)=O)CC(=O)N1Cc1cccc(F)c1 (stereo not given)
- Wnt act: -1
> O=c1c(O)c(-c2ccccc2)oc2cc(O)ccc12
- Wnt act: 9

In the list so far, these contain an aryl methoxy group:
> COc1cc(CN2C[C@@H](CO)O[C@@H](n3cnc4c(NCC(C)C)ncnc43)C2)cc(OC)c1OC
- Wnt act: -2
> COC(=O)c1cc2c(c3c4cc(OC)ccc4n(S(=O)(=O)c4cccc(C)c4)c13)C(=O)N(Cc1ccccc1OC)C2
- Wnt act: -5
> COc1cc(OC)c(-c2nnc3n(CCc4ccccc4)c(=O)c4ccccc4n23)cc1OC
- Wnt act: 12
> COc1ccc(Cl)cc1Cn1c(C)c(C(=O)NCc2cccc([N+](=O)[O-])c2)sc1=O
- Wnt act: -7
> COc1ccc(NC(=O)C2(C)CCN2CCc2ccccc2)cc1OC (stereo not given)
- Wnt act: -2

Further structures follow.
> CC1(C(=O)Nc2cccnc2)Cc2c(-c3ccc4c(c3)OCO4)ccnc2O1 (stereo not given)
- Wnt act: -1
> O=C(N[C@H](c1cccc(Br)c1)[C@@H]1CCCC=C1c1ccccc1)C(F)(F)F
- Wnt act: 3
> COc1cccc(CNC(=O)[C@H]2CCCN2C(=O)[C@H]2CCCN2C(=O)c2cccc(OC)c2)c1
- Wnt act: 3
> COc1ccc(Cc2c(-c3cccc(Cl)c3)nc3ccc(Cl)cn23)c(C)c1
- Wnt act: 13
> CCc1nc2ccc(C(=O)NCCCN3CCCC3=O)cn2c1N(CC)Cc1cccc(Br)c1
- Wnt act: -2
> C=CCNC(=O)CSc1nnc(-c2cccc(S(=O)(=O)N3CCOCC3)c2)o1
- Wnt act: 0
> C[C@H]1CN([C@@H](C)CO)C(=O)CCCn2cc(nn2)CO[C@@H]1CN(C)S(=O)(=O)c1cn(C)cn1
- Wnt act: -1
> COc1ccc(NC(=O)CCn2c(=S)[nH]c3ccccc3c2=O)cc1Cl
- Wnt act: -1
> CC=CCn1c(SCc2ccccc2)nc2c1c(=O)[nH]c(=O)n2C
- Wnt act: -2
> C[C@@H]1CN([C@H](C)CO)C(=O)c2cc(Br)cnc2O[C@H]1CN(C)C(=O)c1ccc(F)cc1
- Wnt act: -1

> COc1cc(OC)cc(-c2c(Sc3ccccc3)c3cc(-c4ccc(SC)cc4)ccc3n2C)c1
- Wnt act: -1
> COc1ccc(-n2nnnc2C(c2cccc(OC)c2OC)N2CCN(C/C=C/c3ccccc3)CC2)cc1 (stereo not given)
- Wnt act: -2
> O=c1cc(CN2CCN(c3ccccc3F)CC2)c2c(ccc3ccccc32)o1
- Wnt act: -3
> CC(=O)C(Cc1ccccc1)NC(=O)COC(=O)c1cc(S(=O)(=O)N2CCOCC2)ccc1F (stereo not given)
- Wnt act: -4
> COC(=O)[C@]12CCCCC=C1N(CCc1ccc(OC)c(OC)c1)C(=O)[C@H](CC(=O)NCc1ccccc1)C2
- Wnt act: -2
> Cn1ccc2c(-c3ccc(C(F)(F)F)cc3)cc3c(c21)C1CCC3C1 (stereo not given)
- Wnt act: -2
> COc1cc(C=CC(=O)c2ccccc2)cc(OC)c1OC
- Wnt act: -1
> COc1ccc(N2CCN(C(=O)c3ccc(CS(=O)c4cccc(Cl)c4)o3)CC2)cc1 (stereo not given)
- Wnt act: 0
> CC(=O)C1=CCC(c2ccccc2)N(S(=O)(=O)c2ccccc2C)C1 (stereo not given)
- Wnt act: -1&-4
> CC1(C(=O)NS(=O)(=O)c2ccc(Cl)cc2)CCN1C(=O)Cc1ccccc1 (stereo not given)
- Wnt act: -3

> CC(=O)Nc1cc(-c2cccc(CO)c2)cn2c(-c3ccc(F)cc3)cnc12
- Wnt act: 4
> Cc1ccccc1CN1[C@@H](C)[C@H](c2ccccc2)Oc2cccc(N3CCCC(C)C3)c2S1(=O)=O (stereo not given in full)
- Wnt act: -5
> Cc1ccc2cccc(OC(=O)c3cccnc3Oc3ccccc3)c2n1
- Wnt act: -3
> CC(C)NC(=O)c1ccc2sc([C@H]3C[C@H](O)[C@@H](CO)O3)nc2c1
- Wnt act: -3
> COC(=O)[C@@]1(Cc2ccc(F)cc2)[C@H]2c3cc(C(=O)N(C)C)n(Cc4cc(C)n(C)n4)c3C[C@H]2CN1C(=O)c1ccccc1
- Wnt act: -2
> CC(=O)c1ccc(Nc2nc(C(N)c3ccccc3)cs2)cc1 (stereo not given)
- Wnt act: -1
> CNc1ncnc2c1ncn2[C@H]1CN(Cc2ccco2)C[C@@H](CO)O1
- Wnt act: -4
> COC(=O)C1=CN(c2cccc(OCc3ccccc3)c2)C(N)=C(C#N)C1c1cccc(F)c1 (stereo not given)
- Wnt act: 1
> CCCCS(=O)(=O)N1CCCc2nc(-c3ccc(F)cc3)ccc21
- Wnt act: 12
> CCNC(=O)C1(C)CCCN(Cc2cc(-c3ccccc3)n(C)n2)C1 (stereo not given)
- Wnt act: -2

> CC(=O)N1CCN(C(=O)OC2CC3CC2[C@H]2CCCCN2C3=O)CC1 (stereo not given in full)
- Wnt act: -1
> CCCCN(C=O)c1c(CC)nc2ccc(C(=O)NCCCN3CCCC3=O)cn12
- Wnt act: 2
> CC1(C(=O)NCc2cccc(Cl)c2)Cc2c(-c3cccc(C(N)=O)c3)ccnc2O1 (stereo not given)
- Wnt act: 1
> Cc1c(C(=O)NCc2ccc3c(c2)OCO3)sc(=O)n1Cc1ccc(-c2ccccc2)cc1
- Wnt act: -3
> CC[C@]1(c2ccccc2OC)ON(c2ccccc2C(F)(F)F)C1=O
- Wnt act: 1
> COC(=O)C1=C(C)N(Cc2ccccc2C(F)(F)F)C(=NCC2CC2)NC1c1cccc(Cl)c1 (stereo not given)
- Wnt act: -2
> CCCc1c(C(=O)N/N=C(\C)c2cccnc2)nnn1-c1nonc1N
- Wnt act: -2
> C=CCN=C1NC(c2ccc(C(F)(F)F)cc2)C(C(=O)OC)=C(C)N1C (stereo not given)
- Wnt act: 1
> CCN(Cc1ccccc1)c1cc2c(c3c1ccn3C)C1CCC2C1 (stereo not given)
- Wnt act: -1
> COc1ccc(C(C)(NC(C)=O)c2nc(-c3cnc4ccccc4c3)cs2)cc1 (stereo not given)
- Wnt act: -2

> COc1cc(C(=O)N2CCCCC2c2cc(C(=O)N3CCOCC3)no2)cc(OC)c1C (stereo not given)
- Wnt act: -1
> CCCCC(=O)N(C)c1c(CC)nc2c(OCC(=O)C(C)(C)C)cccn12
- Wnt act: 0
> COc1ccc(C(NC(=O)C2CCN(Cc3ccc(Oc4ccccc4)cc3)CC2)c2ccccc2C)cn1 (stereo not given)
- Wnt act: -3
> CCC(=O)N1CCC1(C)C(=O)Nc1ccc2scnc2c1 (stereo not given)
- Wnt act: 0
> Cc1ccc(C)c(OCC(=O)OCc2csc(CC(=O)Nc3ccccc3C)n2)c1
- Wnt act: -1
> Cc1cccc(NC(=O)c2ncn3c2C(=O)N[C@H](C)C3)c1
- Wnt act: -2
> Cc1ccc(NC(=O)C2(C)CCN2Cc2ccc(OC(C)C)cc2)cc1 (stereo not given)
- Wnt act: -6
> CC1(C(=O)Nc2ccc3c(c2)OCCO3)CCC(=O)N1C1CCN(Cc2ccccc2)CC1 (stereo not given)
- Wnt act: 0
> C[C@H](NC(=O)[C@@H]1CCCN1C(=O)[C@@H]1CCCN1C(=O)OC(C)(C)C)c1ccccc1
- Wnt act: -2
> COCCCNC(=O)c1ccc(-c2c(C)noc2C)c2ccoc12
- Wnt act: 3

> CN1NC(=O)c2ccccc2NC1=S
- Wnt act: -3
> COC(=O)c1cc2c(c3c4cc(C)ccc4n(S(=O)(=O)c4ccc(C)cc4)c13)C(=O)N(Cc1ccccc1)C2
- Wnt act: -2
> Nc1[nH]c(C(=O)c2ccc(Cl)cc2)c(-c2ccc(Br)cc2)c1C(=O)NCc1ccc(Cl)cc1Cl
- Wnt act: 2
> Clc1cccc(Cc2c(-c3cccc(Br)c3)nc3c4ccccc4ccn23)c1
- Wnt act: -1
> O=c1[nH][nH]c2c1[C@H](CCc1cccc(Cl)c1)O[C@H](C1CCCC1)C2
- Wnt act: -2
> CC(CNC(=O)[C@@H](Cc1ccccc1)NC(=O)[C@H]1O[C@@H](n2ccc(=O)[nH]c2=O)[C@H](O)[C@@H]1O)c1ccccc1 (stereo not given in full)
- Wnt act: -2
> O=C(Nc1ccc2c(c1)OCCO2)C1c2ccccc2OCC(=O)N1CCc1c[nH]c2ccccc12 (stereo not given)
- Wnt act: -2
> COc1ccc(OC)c(NC(=O)C2(C)CCN2C(C)C)c1 (stereo not given)
- Wnt act: -2
> CCCNC(=O)c1cc(C2CCCCN2C(=O)c2cccs2)on1 (stereo not given)
- Wnt act: 0
> CCOc1ccc(Cl)cc1-c1cc(C(=O)NCc2cccc(C(F)(F)F)c2)[nH]n1
- Wnt act: -1

> N#Cc1cccc(C(=O)C(=O)N2CCC(Cc3ccccc3)CC2)c1
- Wnt act: -2
> CCc1nc2ccc(C(=O)Nc3cccc(OCC(=O)N(C)C)c3)cn2c1N(C)C(=O)c1ccncc1
- Wnt act: -2
> CC/C(=C/c1sc2ccc(C)cc2[n+]1CCCS(=O)(=O)[O-])SC
- Wnt act: -1
> COC(=O)[C@@]1(Cc2ccc(F)cc2)[C@H]2c3cc(C(=O)N4CCCC4)n(CCN4CCNC4=O)c3C[C@H]2CN1C(=O)c1ccccc1
- Wnt act: -2
> CCOC(=O)C1=CCN(S(=O)(=O)c2ccc(Cl)cc2)C1c1ccc(Cl)c(Cl)c1 (stereo not given)
- Wnt act: -1
> COc1ccc(-c2cnc(C(O)c3ccc(C(C)(C)C)cc3)[nH]2)cc1 (stereo not given)
- Wnt act: -1
> CC(=O)Nc1cccc(-c2cc(NC=O)c3ncc(-c4cccc(C(C)=O)c4)n3c2)c1
- Wnt act: 6
> COc1cc(F)ccc1-c1csc(C(NC(C)=O)c2cccc(F)c2)n1 (stereo not given)
- Wnt act: -1
> Nc1ccn([C@@H]2O[C@H](C(=O)N[C@H](Cc3ccccc3)C(=O)NCC(F)(F)F)[C@@H](O)[C@H]2O)c(=O)n1
- Wnt act: -1
> O=NN(Cc1cccnc1)C(=O)NC1CCCCC1
- Wnt act: -2

> CCCCn1nnnc1C1(C)CCC(=O)N1Cc1ccc(OC)c(OC)c1 (stereo not given)
- Wnt act: -1
> CNC(=O)OCc1cocc1COC(=O)NC
- Wnt act: -1
> COCc1cccc(-c2csc(C(C)(O)c3ccccc3)n2)c1 (stereo not given)
- Wnt act: 0
> CC(C)C[C@H]1CN([C@@H](Cc2ccccc2)CN2CCC[C@H]2CN2C(=O)C(=O)NC[C@@H]2Cc2ccc(O)cc2)C(=O)C(=O)N1CC1CCCCC1
- Wnt act: -5
> Clc1ccc(-c2nc3ccc(Cl)cn3c2Cc2cccc(Cl)c2)cc1
- Wnt act: 14
> CC1(C(=O)NCc2cccc3ccccc23)CCN1CCc1ccccc1 (stereo not given)
- Wnt act: -3
> CCOC(=O)N1CCN(Cc2ccc(O)c3ncccc23)CC1
- Wnt act: -1
